# Source: PubChem (Fisher Drug Discovery Resource Center)
# hcGAS inh = human cGAS inhibition; Q8N884; recombinant h-cGAS, ATP depletion, Kinase-Glo luminescence; inhibition, % at 12.5 µM; 0.081% of 290,000 active;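 further: 0% = vehicle reaction and 100% = reaction without DNA for no activity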
# Target sequence (Q8N884 whole entry, looked up): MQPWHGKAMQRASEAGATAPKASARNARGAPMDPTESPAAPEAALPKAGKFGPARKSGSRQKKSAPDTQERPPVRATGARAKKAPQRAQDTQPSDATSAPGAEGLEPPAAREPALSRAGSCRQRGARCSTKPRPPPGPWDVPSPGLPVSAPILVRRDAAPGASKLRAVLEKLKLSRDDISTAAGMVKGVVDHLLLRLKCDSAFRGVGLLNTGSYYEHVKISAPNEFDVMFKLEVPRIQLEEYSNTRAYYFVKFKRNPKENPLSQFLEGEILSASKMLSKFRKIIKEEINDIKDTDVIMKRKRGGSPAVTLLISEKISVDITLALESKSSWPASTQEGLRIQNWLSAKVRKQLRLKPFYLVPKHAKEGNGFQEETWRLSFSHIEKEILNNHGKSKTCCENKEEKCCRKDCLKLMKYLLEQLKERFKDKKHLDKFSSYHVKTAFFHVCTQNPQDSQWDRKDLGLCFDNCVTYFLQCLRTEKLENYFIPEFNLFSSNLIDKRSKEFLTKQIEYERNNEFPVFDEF
# NPYLR7 ag = mosquito NPYLR7 agonism; HEK293T NPYLR7/Galpha15, GCaMP6s calcium fluorescence; activation, % at 10 µM; 0.15% of 270,000 active; AID 1259423; in the data active means activation above about 40%;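 further: 0% = vehicle and 100% = reference agonist at the receptor; some compounds past the cut are filed as inactive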
# mcGAS lum = blocks mouse cGAS activity; inhibition, % at 12.5 µM; AID 1259399; 0.15% of 160,000 active; recombinant cGAS, Kinase-Glo ATP depletion luminescence; Q8C6L5;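 further: 0% = negative control wells and 100% = reference inhibitor with no enzyme activity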
# Active calls of the source: *; nt = no result given; & = joins results of further samples. Unless noted, no stated cut-off is given here; in the data, active means inhibition above about 40%; inactive means the rest.
# Each structure is followed by: hcGAS inh, NPYLR7 ag, mcGAS lum
> CCOC(=O)[C@@H]1[C@H](c2ccccc2)[C@@H](NC(=O)c2ncoc2-c2ccccc2)[C@H]2CCCN21
  0, -3, 2
> CCN(CC)C(=O)Cn1cc(SCc2ccc(C)cc2)c2ccccc21
  -5, -2, -7
> C[C@H](C(=O)NCCCN1CCOCC1)N1Cc2ccc(-c3ccnn3C)nc2C1=O
  -8, 4, -7
> O=C(NCCNC(=O)C1CCN(C(=O)C(Cl)c2ccccc2)CC1)c1ccccc1 (centres undefined)
  -3, 24, 11
> COc1ccc(NC(=O)c2cc3ccccc3oc2=O)cc1OC
  4, -9, 4
> O=C(CSC1=NS(=O)(=O)c2ccccc2N1)Nc1ccccc1
  -2, 10, nt
> O=C(C(=O)N1CCOc2ccccc21)N1CCN(c2ccncc2)CC1
  -7, 6, nt
> CCN(CC)c1ccc(/C=C2\SC(=S)N(Cc3ccccc3)C2=O)c(O)c1
  -14, 5, -8
> COc1ccc(-c2ccnc3[nH]ccc23)cc1OC
  -5, 9, -9
> CCc1ccc(C(=O)NCC2(c3ccc(C)cc3)CCOCC2)cc1
  -3, 0, -4
> COc1ccc2nc(NC(=O)Cn3ncc(=O)c4ccccc43)sc2c1
  1, 0, 2
> CCCn1ccnc1SCC(=O)NC(=O)NC12CC3CC(CC(C3)C1)C2
  3, 1, -1
> NC(=O)NC(=O)CCn1ccnc1-c1cccc(C(F)(F)F)c1
  -6, 2, nt
> CC(C)=CC(=O)NCCc1ccc(Br)s1
  -6, 5, -11
> Cc1ccc2c(CC(=O)Nn3cnc4ccccc4c3=O)coc2c1C
  -7, 6, nt
> O=C(NCc1ccccn1)c1cc(-c2ccccc2Cl)nn1-c1ccc(Cl)cc1
  -10, 21, -5
> O=C1CCOc2cc(-c3ccnc4[nH]ccc34)ccc21
  -8, -1, nt
> COC(=O)[C@@H](NC(=O)c1cc(CCc2ccccc2)no1)c1ccccc1
  -7, 15, -11
> CCCSc1nc2c(c(=O)[nH]1)C(c1cccs1)C(C(=O)OCC)C(C)=N2 (centres undefined)
  -6, -3, nt
> N#Cc1ccc(NC(=O)CSc2nc3ccccc3s2)cc1
  -10, -6, -6
> Cc1cc(=O)[nH]c(-n2nc(C)cc2NC(=O)C(C)C)n1
  -7, 14, -8
> Cc1csc(C(O)(CC(=O)NC(C)c2nc(C(C)(C)C)no2)C(F)(F)F)n1 (centres undefined)
  -9, 1, nt
> O=C(COc1ccccc1)NNC(=O)COc1ccc(Br)cc1
  -6, 7, -5
> CN(CCc1ccc(Cl)c(Cl)c1)CCN1CCCC1
  -4, 2, nt
> O=C(CCn1ccc(=O)[nH]c1=O)N1CCCC2(C=Cc3ccccc3O2)CC1 (centres undefined)
  2, -10, -1
> O=C(CSc1ccc2nnc(CCNC(=O)c3ccccc3)n2n1)Nc1ccccc1
  -3, 11, -7
> COc1ccccc1-n1cnnc1SCC(=O)N(C)CCC#N
  -6, 2, nt
> CCOc1ccc2nc(SCC(=O)Nc3ccccc3OC)sc2c1
  -6, -7, -6
> COc1cccc(-c2cc(C(=O)N3CCc4ccccc4C3)n(-c3cccc([N+](=O)[O-])c3)n2)c1
  -6, -2, -4
> COc1ccc(N2CCN(C(c3ccco3)C3Sc4nc(C)nn4C3=O)CC2)cc1 (centres undefined)
  -2, 5, -6

# Grouped by structure, the entries above with a cyano group (2)
# Each structure is followed by: hcGAS inh, NPYLR7 ag, mcGAS lum
> N#Cc1ccc(NC(=O)CSc2nc3ccccc3s2)cc1
  -10, -6, -6
> COc1ccccc1-n1cnnc1SCC(=O)N(C)CCC#N
  -6, 2, nt

# Additional results
# Each structure is followed by: hcGAS inh, NPYLR7 ag, mcGAS lum
> Cn1c(C(=O)N2CCC(NS(C)(=O)=O)C2)cc(Cl)c1Cl (centres undefined)
  3, -5, nt
> Cc1ccoc1C(=O)N(C)Cc1ccc(N(C)C)cc1
  -6, 3, nt
> Cc1cc2c(cc1C)NC(c1ccc([N+](=O)[O-])o1)C1C(=O)CC(C)(C)CC1=N2 (centres undefined)
  -4, -7, 0
> COc1ccccc1-c1cccc(C(=O)NCCS(C)(=O)=O)c1
  -3, 7, -10
> O=C1C[C@H]2CC[C@@H](CN1)N2c1cncc(C(=O)N2CCOCC2)n1
  -10, nt, -13
> Cc1ccc(N(CC(=O)NC2CC2)S(=O)(=O)c2ccc(F)cc2)cc1
  -1, -5, nt
> CCn1c(O)c(C2=c3cc(Cl)cc(Cl)c3=NC2=O)sc1=S
  -9, 5, -6
> CCN(CC)c1onc(-c2ccccc2)c1CN(CCCOC)C(=O)COC
  -12, 7, -6
> O=C1NCCCC[C@@H]1NS(=O)(=O)NCc1ccccc1
  -8, 0, nt
> COc1ccc2cc(C(=O)Nc3cccc(C(F)(F)F)c3)c(=N)oc2c1
  4, -6, -6
> CCCCc1nnc(SCc2ccc(OCC)cc2)n1N
  -6, -10, nt
> O=C(Nc1ccccc1)C12CC1/C(=N/O)c1ccccc1O2 (centres undefined)
  -5, 2, nt
> O=C(Nc1ccc(N2CCc3ccccc3C2)c(C(=O)NCCN2CCOCC2)c1)c1ccc(C(F)(F)F)cc1
  -17, -3, -4
> COc1ccc(C(=O)N2CCN(c3ncccc3C(=O)NCc3ccc4c(c3)OCO4)CC2)c(OC)c1
  -2, 23, -5
> OC(CN1CCOCC1)CN(Cc1cccc(Cl)c1)CC1CC(c2ccc(Cl)cc2)=NO1 (centres undefined)
  -8, -2, -6
> Cc1nn(C)c(C)c1NC(=O)C(C)Sc1nnc(NC2CC2)s1 (centres undefined)
  -7, 3, nt
> CCOC(=O)c1cc([C@@H](C)CCC=C(C)C)sc1NC(=O)c1cccs1
  -6, -4, -7
> O=C(Nc1ccc(N2CCCC2)nc1)c1ccc(S(=O)(=O)NC2CC2)cc1
  0, 5, -9
> Cc1ccc(C(=O)Nc2cccc3[nH]cnc23)cn1
  -21, 1, -27
> CC1CC(NC(=O)c2cc3c(=O)n4ccccc4nc3s2)CC(C)(C)C1 (centres undefined)
  0&-8, 6&12, nt
> Cc1cc2ncn(CCCOc3ccccc3)c2cc1C
  -8, 2, -6
> Cc1cc(C)n(-c2nc3c(c(=O)n2CC(=O)NC2CCCC2)CCC3)n1
  -5, nt, -6
> Cc1cc(C)c(NC(=O)NCCCN(C)CC(F)(F)F)c(C)c1
  -3, 2, -8
> COc1ccc(C2=N/C(=C\c3ccc(C(C)(C)C)cc3)C(=O)O2)cc1OC
  -6, -2, nt
> Cc1cc(N2CCCC2)n2nc(C)c(-c3ccccc3Cl)c2n1
  -7, -2, -8
> COC(=O)NC1CCCCC1NC(=O)OC (centres undefined)
  0, 9, nt
> CN(C)CCCN1C(=O)C(=O)C(=C(O)c2ccc(Br)cc2)C1c1cccc([N+](=O)[O-])c1 (centres undefined)
  0, -2, 0
> O=C(COc1ccccc1F)NCCN1CCN(C(=O)c2ccsc2)CC1
  -8, -2, nt
> O=C(N=Nc1c(O)n(Cc2ccc(Cl)cc2Cl)c2ccccc12)c1ccncc1
  -3, -2, -6
> CN1CCN(n2c3c(c(SCC(=O)N4CCCc5ccccc54)nc2=O)CCC3)CC1
  -5, 0, -8
> Cc1ccc(NC(=O)N2CCN(c3ccc(-c4ccccc4C)nn3)CC2)cc1C
  -1, nt, -3
> O=C(Nc1ccnc2ccccc12)c1ccc(F)cc1Br
  -5, 0, nt
> C=CCn1cc(CN2CCC2c2cccc(OC)c2)c(C)n1 (centres undefined)
  -4, -1, nt
> CCC(C)(CNc1cc(Cl)nc(N)n1)N1CCOCC1 (centres undefined)
  -1, 7, nt
> CCCS(=O)(=O)c1ccc(N2CCN(c3ccccc3)CC2)nn1
  -3, nt, -8
> COc1cccc(CNC(=O)COC(=O)Cc2ccc3c(c2)OCCO3)c1
  -4, 7, -4
> Cc1cc(O)c(C(c2ccncc2)N2CCC(C)CC2)c(=O)n1Cc1ccco1 (centres undefined)
  -10, 12, nt
> O=C1C(=Cc2ccc(N3CCCCC3)cc2)SC(=S)N1CCN1CCOCC1
  -1, 6, nt
> CC1=CC(C)(C)N2C(=O)C3(N=C(N)NC(Nc4ccccc4)=N3)c3cc(C)cc1c32 (centres undefined)
  -2, 4, nt
> Cc1cc(C)n(CCCN(C)Cc2nc[nH]c2C)n1
  -5, 7, nt
> O=C(c1n[nH]c2c1CCC2)N1CCCC(Nc2ccc3c(c2)OCCO3)C1 (centres undefined)
  1, 5, nt
> CCCn1cc(C2CCN(S(=O)(=O)c3cccc(Cl)c3C)CC2)c2ccccc21
  -4, 28, -6
> CCOC(=O)C1=C(CC)NC2=C(C(=O)CCC2)C1c1ccc([N+](=O)[O-])cc1 (centres undefined)
  -2, 2, -2
> O=C(NNc1ncnc2ccccc12)c1ccccc1
  -4, 9, nt
> CCC(=O)N1CCc2cc(C(=O)N3CCC(C(=O)O)CC3)ccc21
  -3, -3, nt
> CC(C)NC(=O)C1(C)CCN1C(=O)Cc1ccc(-c2ccccc2)cc1 (centres undefined)
  1, -5, 1
> CS(=O)(=O)c1ccc(CNc2ncc(C(N)=O)cc2Cl)cc1
  -4, 1, nt
> Cc1ccc(Cn2cnc3c(cnn3CCNC(=O)c3ccco3)c2=O)cc1
  -3, -7, -8
> NC(=O)c1sc2nc3c(c(-c4ccco4)c2c1N)CCC3
  -3, 8, nt
> CCC1CCCCN1c1nc(C)nc2sc3c(c12)CCC3 (centres undefined)
  -2, 14, nt
> Cc1ccc(C(=O)N2CCSc3nnc(-c4ccco4)n32)cc1[N+](=O)[O-]
  -18, 5, nt
> COc1cccc(CN2CCC2(C)C(=O)Nc2ccc(Cl)c(Cl)c2)c1F (centres undefined)
  -7, 4, nt
> COc1ccc(N=Cc2c(NCCO)nc3c(C)cccn3c2=O)cc1
  -9, -3, -7
> Cc1cnc(N(C)CC2CCCO2)nc1N(C)CC1CCCO1 (centres undefined)
  -8, 0, nt
> OCC#Cc1csc(CN2CCCn3cncc3C2)c1
  -7, 2, -10
> COc1cccc(N2CC(NC(=O)NCCn3ccc4ccccc43)CC2=O)c1 (centres undefined)
  1, 6, 0
> COc1ncc(C(=O)N2CCOC(c3ccc(Cl)c(Cl)c3)C2)cn1 (centres undefined)
  -3, 3, nt
> CC1(C)CC(C(=O)N2CCn3c(C(N)=O)cnc3C2)CCO1 (centres undefined)
  -7, 7, -17
> Cc1[nH]c(=O)[nH]c(=O)c1CCc1nnc(SCC(=O)NCc2ccco2)o1
  3, -7, -2
> Cc1cc(C(=O)NC(c2ccc3c(c2)OCCO3)C(C)C)c(C)o1 (centres undefined)
  -3, 1, nt

# Additional structures.
# Each structure is followed by: hcGAS inh, NPYLR7 ag, mcGAS lum
> C=CCNC(=S)N1CCc2cc(OC)c(OC)cc2C1CNC(=O)c1ccc2c(c1)OCO2 (centres undefined)
  -6, -1, -5
> Cc1cccnc1CN(C)C(=O)c1cc(CN2CCC(Cc3ccccc3)CC2)on1
  -1, 14, nt
> NC(=O)c1ccc(C(=O)NCc2cc(Br)c3c(c2)OCO3)nc1
  4, 1, nt
> CC(=O)NCCC1CN(Cc2cc3ccccc3n2C)CCO1 (centres undefined)
  3, 1, nt
> Cc1nn(C)c(C)c1CCC(=O)NCC(O)c1ccccc1Cl (centres undefined)
  -1, 18, -9
> CS(=O)(=O)N1CCCCC1C(=O)N1CCN(c2nc3ccc(F)cc3s2)CC1 (centres undefined)
  -1, -2, nt
> Cc1ccc(CN2CCCC(CNC(=O)CNC(N)=O)C2)cc1C (centres undefined)
  -1, 0, nt
> Cc1ccccc1C(=O)N1CCC(C(=O)Nc2cc(Cl)ccc2N2CCN(C)CC2)CC1
  -12, 8, -7
> CCCNC(=O)c1ccc(NC(=O)CC2CCCO2)cc1Cl (centres undefined)
  12, 4, nt
> CCCNC(=O)CN1CN(c2ccccc2)C2(CCN(S(=O)(=O)c3cc(Cl)ccc3Cl)CC2)C1=O
  -5, 22, -7
> Fc1ccc(-c2nc(C3CC3)ncc2-c2nnnn2-c2ccccc2)cc1
  2, 9, nt
> COc1cccc(-c2nc(C=Nc3ccc(Br)cc3Br)c(O)o2)c1
  -3, 5, -5
> O=c1c2cc3c(=O)n(-c4ncn[nH]4)ccc3nc2ccn1Cc1ccccc1
  2, -15, nt
> CC(C)c1ccc(CCNC(=O)N(C)C(C)c2ccc(F)cc2)cc1 (centres undefined)
  -6, 0, -7
> c1ccc2ncc(Cn3cnnc3)cc2c1
  -4, -7, -12
> CCn1nnnc1SCc1ccc(C(=O)N2C3CCC2CC(Oc2cccc(C#N)c2)C3)cc1 (centres undefined)
  -3, 3, -4
> CCCCS(=O)(=O)N1CCN(c2cc(-n3ccnc3C)ncn2)CC1
  -3, -14, -7
> Cc1ccc(CNC(=O)c2ccc(NC(=O)OC(C)(C)C)cc2)n1C
  -8, -4, nt
> COC(=O)c1c(C)nn(-c2cc(Oc3ccccc3)ncn2)c1N
  0, 0, nt
> CC(c1nccs1)N(C)C(=O)c1cn(Cc2ccccc2Cl)nn1 (centres undefined)
  -9, 1, -10
> COc1ccccc1-c1cc(C(=O)N2CCN(Cc3ccc4c(c3)OCO4)CC2)nc2c(-c3ccccc3)c(C)nn12
  -3, 9, -3
> CCN1CCN(c2nc(Nc3cc(C)cc(C)c3)c3cnn(-c4ccccc4)c3n2)CC1
  -6, 2, -9
> CCNC(=O)Cn1c(CO)cnc1SCc1cc(OC)cc(OC)c1
  8, -2, nt
> O=C(NCCCNC(=O)[C@H]1CCCN1C(=O)COc1ccccc1)c1ccccc1
  -10, 22, -11
> Cc1[nH]c(=O)c(C(=O)N2CCC(C(O)CC(C)C)CC2)c(C)c1Cl (centres undefined)
  0, 23, nt
> COc1cccc(N2C(=O)CN(CCC(C)C)CC2C)c1 (centres undefined)
  -1, 13, -9
> Cc1ccc(NC(=O)CC2(CC(=O)N3CCOCC3)CCCC2)c(C)c1
  -2, 0, nt

# Individual results from above.
# CCN(CC)c1onc(-c2ccccc2)c1CN(CCCOC)C(=O)COC – mcGAS lum: -6
# Cc1ccc(CN2CCCC(CNC(=O)CNC(N)=O)C2)cc1C (centres undefined) – NPYLR7 ag: 0
